Bioassay records (PubChem)
Growth percent in the NCI-60 one-dose screen (48 h, 10 µM unless noted): 100 = growth as untreated, 0 = no growth, -100 = all killed.
MOLT-4 = MOLT-4 leukemia cells; 6.9% of 80,000 active
BT-549 = BT-549 breast cancer; 4.4% of 78,000 active
MDA-MB-468 = MDA-MB-468 breast cancer. 8.5% of 78,000 active
MCF7 = MCF7 breast cancer; 6.3% of 82,000 active; AID 1794796
K-562 = K-562 leukemia; 7.4% of 78,000 active; AID 1794777
SR = SR leukemia cells | 8.7% of 73,000 active | AID 1794780
T-47D = T-47D breast cancer; 5% of 79,000 active
MDA-MB-231 = MDA-MB-231 breast cancer | 5% of 81,000 active
An asterisk follows results filed as active; x = no result given; & = joins results of further samples. The calls were made as follows: active = growth percent below 10; inactive = the rest.

smiles	MDA-MB-231	T-47D	K-562	BT-549	MDA-MB-468	SR	MCF7	MOLT-4
COc1cc2oc(C(=O)N[C@@H](Cc3ccccc3)C(=O)C(=O)NCc3ccccc3)c(C)c(=O)c2cc1O	103	88	89	101	89	92	87	85
O=C(CSc1nc2ccccc2c(=O)n1CCc1ccccn1)NNC(=O)c1ccc(Cl)cc1	94	82	99	100	105	92	93	95
CCOC(=O)c1nn(-c2ccccc2)cc1/C=C1\SC(=S)N(CCC(=O)O)C1=O	99	101	85	99	x	95	94	89
Cc1ccc(C(=O)N/C(=C2/OCCN2C)[P+](c2ccccc2)(c2ccccc2)c2ccccc2)cc1	66	55	50	87	-13*	80	56	84
Cc1cc(O[C@@H]2O[C@@H](C)[C@H](O)[C@@H](O)[C@H]2O)c2c3c(c(O[C@@H]4O[C@@H](C)[C@H](O)[C@@H](O)[C@H]4O)cc2c1)C(=O)c1c(O)cccc1C3=O	86	57	80	6.5*	68	83	81	69
COc1ccc(CNCCCNCc2ccc(OC)c(OC)c2)cc1OC	104	101	101	109	103	98	98	101
Cc1cc(Cl)ccc1NC(=O)c1cc2ccccc2cc1O	24	13	9.9*	27	-9.6*	3.8*	2.9*	18
N#Cc1nnc2cc(-c3ccccc3)nn2c1-c1cccs1	x	x	104	95	89	x	66	98
NC(=S)c1ccc2ccccc2c1	118	118	99	95	101	102	103	102
CCOC(=O)c1sc2ncnc(Nc3ccc(OCc4ccc(Cl)cc4)cc3)c2c1C	86	75	x	87	105	92	88	87
Oc1ccc2[nH]cc(-c3cncc(-c4c[nH]c5ccc(O)cc45)c3)c2c1	93	78	98	91	77	84	94	89
O=C(/C=C\c1ccc2ccccc2n1)c1cc(Cl)ccc1O	78	28	79	71	107	x	28	54
COc1cc(-c2nc(-c3nc4ccccc4[nH]3)cc3c2[nH]c2ccccc23)cc(OC)c1OC	61	25	32	27	42	45	43	44
COC1=CC(=O)OC(c2ccco2)C1 (stereo not drawn)	105	107	112	107	116	x	105	113
COc1ccc2nc3cc(Cl)ccc3c(NCCNCC(O)CO)c2c1 (stereo not drawn)	20	22	11	44	-8.6*	6.6*	9.2*	13
O=C(c1ccccc1Cl)C(Nc1ccccc1)c1ccccc1Cl (stereo not drawn)	92	74	97	94	91	90	81	87
COC(C)CCOC(=O)c1ccccc1C (stereo not drawn)	110	98	104	108	113	98	96	101
Clc1ccc(-c2cn(-c3ccccc3)c(-c3ccccc3)n2)c(Cl)c1	-12*	-18*	25	-13*	-61*	-52*	5.1*	6.2*
CN(C)CCCOc1cccc(NC2=C(Cl)C(=O)C(Nc3cccc(OCCCN(C)C)c3)=C(Cl)C2=O)c1	-74*	-44*	-30*	x	-57*	-9.5*	-38*	-37*
O=C(c1cc2cccnc2n1-c1cc(F)c(Cl)c(F)c1)N1CC(F)C1	97	86	98	97	111	93	92	98
O=C(/C=C/c1cccnc1)/C=C/c1cccnc1	20	-2.1*	-15*	x	-64*	-57*	-39*	-23*
Cc1ccc2c(n1)C(=O)C(Br)=C(c1ccc(Cl)cc1)C2=O	76	78	55	81	87	x	76	69
CCCCN1CCC(=O)NC1=O	93	101	113	110	105	96	99	110
Nc1c(I)cc(I)c(C(=O)O)c1I	102	93	91	109	122	74	88	94
Nc1ccc(CSc2ccc(Cl)cc2)cc1	58	x	x	80	91	65	94	42

3 structures out of the list, arranged by length of the SMILES, low to high:
smiles	MDA-MB-231	T-47D	K-562	BT-549	MDA-MB-468	SR	MCF7	MOLT-4
COC1=CC(=O)OC(c2ccco2)C1 (stereo not drawn)	105	107	112	107	116	x	105	113
Nc1ccc(CSc2ccc(Cl)cc2)cc1	58	x	x	80	91	65	94	42
COc1cc(-c2nc(-c3nc4ccccc4[nH]3)cc3c2[nH]c2ccccc23)cc(OC)c1OC	61	25	32	27	42	45	43	44

Continuation.
smiles	MDA-MB-231	T-47D	K-562	BT-549	MDA-MB-468	SR	MCF7	MOLT-4
CC(C)(O)CN(CCCNC(=S)Nc1ccccc1)C(=S)Nc1ccccc1	96	99	113	112	110	103	104	105
COc1cccc(-c2cc(=O)c3cc(Cl)cc(NCCO)c3o2)c1N	81	79	61	89	89	87	69	87
Cn1nccc1N	111	101	x	123	119	91	107	96
O=C1C(c2nnc(-c3ccccc3)n2-c2ccc([N+](=O)[O-])cc2[N+](=O)[O-])=C(O)c2ccccc21	106	91	92	109	95	92	98	90
Nc1cc(C(=O)O)nc(N)n1	104	86	95	106	95	96	97	94
CN(C)C(=S)SCCC(=O)O	x	x	104	111	108	x	98	108
Cc1cc(=O)oc2cc(OCCOc3ccc(/C=C/C(=O)NO)cc3)ccc12	86	79	69	121	81	48	77	70
CC1(C)NCCC[C@]2(C)[C@H]3CC[C@@H]4[C@H]5[C@H](C(=O)/C=C/c6ccccn6)CC[C@]5(CO)CC[C@@]4(C)[C@]3(C)CC[C@@H]12	71	31	-2.2*	65	5.8*	-20*	20	3.8*
CNC1C(OC2C(OC3C(O)C(O)C(N=C(N)N)C(O)C3N=C(N)N)OC(C)C2(O)CO)OC(CO)C(O)C1O (stereo not drawn)	97	90	106	105	110	93	101	106
O=P(O)(O)c1cccc(Cl)c1	108	100	95	106	108	97	94	96
Oc1[nH]c2ccc(Cl)cc2c1/C=c1/ccc2c(c1)N=C(c1cccs1)N=2	91	59	31	57	55	37	10	42
O=C(N/N=C/c1cccc2ccccc12)c1cccnc1	119	95	111	104	88	88	94	108
CCCCNC(=O)OCc1cc(=O)c(O)co1	111	98	101	112	93	109	92	105
CN(C)CCn1c2ccccc2c2nc3cc(C(F)(F)F)ccc3nc21	37	59	19	62	35	11	6.2*	24
CCCCC(O)(CC)CC	108	94	99	117	99	x	88	113
Cc1[nH]c(/C=C/C(=O)c2ccc(C(F)(F)F)c(F)c2)c(C)c1C(=O)NCC(C)C	99	88	101	111	94	86	86	101
N#Cc1c(-c2c(Cl)cccc2Cl)nc(SCc2nnc(-c3ccc(Cl)cc3)o2)[nH]c1=O	92	54	77	71	106	102	91	87
O=C1C=CC2(O)OC(c3ccccc3)CC(=O)C2=C1O (stereo not drawn)	73	84	73	74	71	56	86	78
Cc1nn(-c2ccc(Cl)cc2)c(=O)n1CCn1cnc2ccccc21	111	91	97	98	117	104	96	100
C(=N/Nc1ncc(-c2cc3cc(-c4ccccc4)ccc3o2)s1)/c1c2ccccc2cc2ccccc12	102	58	104	112	107	104	71	103
CC(=O)[C@H]1C[C@]23CC[C@]4(C)[C@H](CC[C@@H]5[C@@]6(C)CCC(=O)C(C)(C)[C@@H]6CC[C@]54C)[C@H]2[C@H](C)C1(C)OC3	85	106	104	x	109	92	91	101
Cc1cccc(C(=O)O)c1	104	104	123	105	114	118	103	106
COc1cccc(C(Cc2ccccc2)NCC(C)O)c1OC (stereo not drawn)	96	55	95	88	111	91	93	93
CCOC(=O)c1nn(C2CCCCO2)c2ccc(NC(=O)CSc3nc(C)cc(=O)[nH]3)cc12 (stereo not drawn)	102	98	82	97	104	118	96	91
CNc1ncnc(NC)c1[N+](=O)[O-]	111	107	113	138	111	111	102	111
C=CCc1cc(C(CC)C(CC)c2ccc(O)c(CC=C)c2)ccc1O (stereo not drawn)	98	89	83	98	94	96	133	79
NC(N)=NC(N)=NCCCc1ccco1	107	106	97	115	107	110	106	93
CC(=C(C#N)C#N)c1cccc([N+](=O)[O-])c1	102	102	103	103	x	110	102	102
COc1ccc(-n2c(SCC(=O)Nc3ccc(S(=O)(=O)Nc4nccs4)cc3)nc3ccccc3c2=O)cc1	78	80	81	92	81	74	83	77
O=c1[nH]c(NCc2nnnn2-c2cccc(Br)c2)nc2sc3c(c12)CCCC3	89	77	x	97	98	86	88	76
Cc1c(COc2cccc(-c3cnco3)c2)c(C)c(COc2cccc(-c3cnco3)c2)c(C)c1COc1cccc(-c2cnco2)c1	87	82	94	103	94	90	89	93
CCCCC1(C(O)CC)Sc2ccccc2N1C (stereo not drawn)	99	81	107	99	x	81	92	99
Fc1ccccc1Nc1ncnc2onc(-c3ccccc3)c12	97	84	x	87	89	x	96	x
COc1ccc(-c2nn(-c3ccccc3)cc2/C=N/Nc2nc(Nc3ccccc3)nc(Nc3ccc(S(N)(=O)=O)cc3)n2)cc1	107	77	67	92	91	50	72	52
COc1ccc(/C=c2\c(=O)n(-c3ccccc3)c3nn4c(n23)=NNC(C)=C(C(=O)c2ccccc2)C4c2ccc(OC)cc2)cc1 (stereo not drawn)	77	76	96	99	108	91	85	98
O=C(CN1CCN(c2ccc(Cl)cc2)CC1)N1CCN(c2nnc(-c3ccccc3)c(-c3ccccc3)n2)CC1	65	20	4.4*	45	35	x	21	-35*
O=c1oc2c(cnc3ccccc32)cc1Sc1ccccc1	105	92	72	100	100	79	82	99
CNC(=O)Cn1nnc(C(=O)OC)c1COc1ccccc1	100	84	x	109	97	92	95	86
O=[N+]([O-])c1ccccc1Sc1ccccc1	110&105	110&103	110&104	105	104&88	95&110	101&96	89&99
COc1c(CO)cc(C)cc1CO	106	85	95	104	115	97	95	87
CC(C)c1nc2c(c(=O)n(C)c(=O)n2C)n1C	100	95	99	x	91	97	93	92
OC1(Cc2ccccc2)CCN(c2ccc3nnc(Cl)n3n2)CC1	101	97	98	111	88	95	89	103
Cc1cc(N2CCN(CC(=O)Nc3ccc4c(ccn4Cc4ccccc4)c3)CC2)nc(N2CCCCCC2)n1	28	43	15	65	13	29	20	44
Cc1cn(-c2cc(C(=O)Nc3cccc(-c4cn(-c5ccc(S(N)(=O)=O)cc5)nn4)c3)cc(C(F)(F)F)c2)cn1	92	62	x	x	77	x	80	x
CC(O)CN(/N=C\c1ccc([N+](=O)[O-])o1)C(N)=O (stereo not drawn)	107	90	99	105	x	103	103	113
CCN1CCN(CC(=O)Nc2cccc(-n3cc(-c4ccncc4)c(-c4ccc(Cl)c(OC)c4)n3)c2)CC1	104	96	117	100	94	123	104	103
CSc1nc(N)nn1S(=O)(=O)c1ccc(C)cc1	98	101	112	107	98	100	89	107
CC1=C(C(=O)OCc2ccccc2)C(c2ccc3c(c2)OCO3)NC(=S)N1C (stereo not drawn)	87	84	93	91	89	84	90	106
CCCCCCCCN1COCC(COc2ccccc2C)OC1 (stereo not drawn)	x	x	84	125	79	x	92	89
Nn1cnc2c(ncn2C2OC(CO)C(O)C2O)c1=O (stereo not drawn)	108	89	79	97	100	x	101	75
CC(C)C(O)(C#CC(O)(C(C)C)C(C)C)C(C)C	108	103	89	x	106	84	103	87
COc1ccc(/C(C)=C(/c2ccc(OCCCN(C)C)cc2)c2ccc(OC(=O)Cc3ccccc3)cc2)cc1	60	38	12	77	87	-0.6*	25	48

Molecules shown so far that contain an aryl methoxy group (12):
smiles	MDA-MB-231	T-47D	K-562	BT-549	MDA-MB-468	SR	MCF7	MOLT-4
COc1cc2oc(C(=O)N[C@@H](Cc3ccccc3)C(=O)C(=O)NCc3ccccc3)c(C)c(=O)c2cc1O	103	88	89	101	89	92	87	85
COc1ccc(CNCCCNCc2ccc(OC)c(OC)c2)cc1OC	104	101	101	109	103	98	98	101
COc1cc(-c2nc(-c3nc4ccccc4[nH]3)cc3c2[nH]c2ccccc23)cc(OC)c1OC	61	25	32	27	42	45	43	44
COc1ccc2nc3cc(Cl)ccc3c(NCCNCC(O)CO)c2c1 (stereo not drawn)	20	22	11	44	-8.6*	6.6*	9.2*	13
COc1cccc(-c2cc(=O)c3cc(Cl)cc(NCCO)c3o2)c1N	81	79	61	89	89	87	69	87
COc1cccc(C(Cc2ccccc2)NCC(C)O)c1OC (stereo not drawn)	96	55	95	88	111	91	93	93
COc1ccc(-n2c(SCC(=O)Nc3ccc(S(=O)(=O)Nc4nccs4)cc3)nc3ccccc3c2=O)cc1	78	80	81	92	81	74	83	77
COc1ccc(-c2nn(-c3ccccc3)cc2/C=N/Nc2nc(Nc3ccccc3)nc(Nc3ccc(S(N)(=O)=O)cc3)n2)cc1	107	77	67	92	91	50	72	52
COc1ccc(/C=c2\c(=O)n(-c3ccccc3)c3nn4c(n23)=NNC(C)=C(C(=O)c2ccccc2)C4c2ccc(OC)cc2)cc1 (stereo not drawn)	77	76	96	99	108	91	85	98
COc1c(CO)cc(C)cc1CO	106	85	95	104	115	97	95	87
CCN1CCN(CC(=O)Nc2cccc(-n3cc(-c4ccncc4)c(-c4ccc(Cl)c(OC)c4)n3)c2)CC1	104	96	117	100	94	123	104	103
COc1ccc(/C(C)=C(/c2ccc(OCCCN(C)C)cc2)c2ccc(OC(=O)Cc3ccccc3)cc2)cc1	60	38	12	77	87	-0.6*	25	48

Not a hit list; overall some 13% were active at least once.
